Bioassay records deposited in PubChem BioAssay by several laboratories.
Vif inh: blocks HIV Vif function. AID 602346. inhibition, % at 7.49 µM. HEK293T cells, Vif self-association by quenched fluorescence, imaging, 24 h. 0.35% of 340,000 active; in the data active = inhibition above about 50%, passing the limit was not always enough; inconclusive = no clear call, values can overlap the other calls; inactive = below about 31%; also: some results filed as inactive read as strong as hits
TRPM1 prom inh: MITF TRPM1 promoter inhibition in SK-MEL-5 cells; SK-MEL-5 TRPM1 promoter luciferase, 24 h; inhibition, % at 12.5 µM; 0.83% of 330,000 active; AID 488899;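 active = mean inhibition across replicates of 60% or more, whatever share of single replicates reaches that level; inconclusive = some that reach 60%, reason not given; inactive = mean inhibition across replicates below 60%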; also: values of inactives mirror those of a sister screen read the other way
KKLEB cytotox: CF airway cell cytotoxicity counter-screen; KKLEB CF airway cells viability, ATPlite luminescence, overnight; stronger effect = lower value; cells stimulated with P. aeruginosa culture filtrate; activity change (cytotoxicity), % at 5 µM; 0.36% of 360,000 active; AID 602141;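 active = corrected activity change at or below -50% at 5 µM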
CF NFkB inh: cystic fibrosis NF-kB activation inhibition | KKLEB NF-kB-GFP reporter, PAF-induced, GFP fluorescence overnight | inhibition, % at 5 µM | 0.86% of 360,000 active | AID 588850;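 active = at least 50% inhibition at 5 µM, scaled per plate between neutral and stimulator controls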;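 also: PAF is a Pseudomonas aeruginosa culture filtrate used as stimulus; plate controls were PAF-stimulated DMSO wells for no effect and unstimulated DMSO wells for full effect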
HIF-2a block: blocks HIF-2a reporter activity | 786-0 RCC cells HIF-2a reporter, luciferase luminescence, overnight | inhibition, % at 18.8 µM | 0.72% of 360,000 active;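 active = inhibition of the luminescence signal of 40% or more relative to plate controls, in a single-dose primary screen at 18.75 µM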
PDI inh: PDI (human) enzyme inhibition; PDI insulin aggregation turbidity, A650, 90 min; P07237; 0.052% of 350,000 active; inhibition, % at 10 µM; AID 588391;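 active = mean inhibition across replicates of 30% or more, whatever share of single replicates reach that level; inconclusive = mean inhibition below 30% while every single replicate reaches 30%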;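 also: absorbance from insulin aggregation driven by PDI reduction with DTT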
Target sequence (P07237 whole entry, looked up): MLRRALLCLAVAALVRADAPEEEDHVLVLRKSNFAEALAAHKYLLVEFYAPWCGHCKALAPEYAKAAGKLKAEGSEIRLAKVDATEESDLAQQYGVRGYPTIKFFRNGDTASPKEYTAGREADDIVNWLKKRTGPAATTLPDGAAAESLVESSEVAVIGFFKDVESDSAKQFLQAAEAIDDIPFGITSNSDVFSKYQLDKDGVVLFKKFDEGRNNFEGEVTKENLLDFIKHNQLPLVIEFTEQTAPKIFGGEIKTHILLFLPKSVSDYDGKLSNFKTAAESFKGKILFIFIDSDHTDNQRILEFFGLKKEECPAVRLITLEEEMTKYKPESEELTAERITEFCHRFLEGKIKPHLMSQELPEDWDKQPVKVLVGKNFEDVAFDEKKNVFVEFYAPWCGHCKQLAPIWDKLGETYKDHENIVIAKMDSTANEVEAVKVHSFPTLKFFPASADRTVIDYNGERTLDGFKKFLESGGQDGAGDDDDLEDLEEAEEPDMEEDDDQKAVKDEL
Peg3 promoter: inhibitors of Peg3 promoter. HeLa PEG-Prom luciferase reporter, luminescence, overnight. inhibition, % at 20 µM. 1.7% of 360,000 active. AID 588405;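 active = inhibition of at least 50% at 20 µM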
NR2E3 ag-1: agonists of human NR2E3 nuclear receptor; Q9Y5X4; CHO-S Gal4-NCOR/VP16-NR2E3 two-hybrid, luciferase; inhibition of corepressor binding, % at 3.98 µM; 0.35% of 360,000 active; AID 602229;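 active = inhibition above the mean of all tested compounds plus 3 SD, cut at about 70% in these data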;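 also: 0% = DMSO with NR2E3 transfected cells and 100% = cells lacking NR2E3 construct; higher means lower luciferase signal from less NR2E3 corepressor binding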
Target sequence (Q9Y5X4 whole entry, looked up, the tested form may be a part): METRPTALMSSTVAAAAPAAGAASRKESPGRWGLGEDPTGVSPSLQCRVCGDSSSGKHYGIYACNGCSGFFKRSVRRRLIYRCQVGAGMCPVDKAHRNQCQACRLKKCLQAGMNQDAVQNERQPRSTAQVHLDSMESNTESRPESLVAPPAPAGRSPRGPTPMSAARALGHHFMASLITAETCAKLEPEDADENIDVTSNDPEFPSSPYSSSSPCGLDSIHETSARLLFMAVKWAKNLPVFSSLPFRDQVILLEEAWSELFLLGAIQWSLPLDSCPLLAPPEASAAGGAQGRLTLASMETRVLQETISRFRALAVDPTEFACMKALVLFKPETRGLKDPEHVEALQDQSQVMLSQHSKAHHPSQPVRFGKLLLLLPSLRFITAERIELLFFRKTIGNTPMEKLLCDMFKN
NR2E3 ag-2: agonists of human nuclear receptor NR2E3; Q9Y5X4; AID 2300; GST-NR2E3/biotin-RetCOR TR-FRET, 1536-well; inhibition of corepressor binding, % at 4.78 µM; 0.12% of 320,000 active;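 active = percent inhibition above the cutoff of mean plus 3 SD of all tested compounds, set per screening campaign, cut at about 20% in these data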;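 also: 0% = DMSO wells and 100% = biotin wells as full block of FRET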
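Test system: GST-NR2E3 and biotin-RetCOR proteins | Quantity: 1.35 nM GST-tagged NR2E3 final | Medium: Tris pH 7.5 | Also added: 7 nM biotin-RetCOR | Dosing: Compound at 4.8 µM, single dose | Timing: 5 h at 4 °C | Detection: Time-resolved FRET | Read-out basis: Percent inhibition | Benchmarks: Biotin wells as high control, 0.6% DMSO wells as low control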
Shn3 3UTR inh: reduces Shn3 3'UTR luciferase signal in osteoblasts | Clone20 osteoblast Shn3 3'UTR firefly luciferase, 24 h | inhibition, % at 12.5 µM | 0.52% of 360,000 active;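 active = mean inhibition of at least 75% with every replicate also reaching 75%; inconclusive = mean inhibition at least 75% but some replicate below; inactive = mean inhibition below 75%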;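 also: 0% = median of neutral control wells and 100% = pilot-screen positive control compound; some compounds past the cut are filed as inactive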
CaV13 FRET inh: Disruptors of the CACNA1D IQ motif to Ca2+-dependent inactivation inhibitor domain association, primary screening, Förster resonance energy transfer in intact living …; HEK cells, CFP/YFP FRET ICDI-IQ, plate reader, 10 min; percent FRET-ratio fall versus neutral wells; inhibition, % at 12.3 µM; 0.098% of 340,000 active;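 active = mean replicate inhibition of at least 30% and at least 1% of replicates passing that level; inconclusive = only one of the two criteria is met; inactive = neither criterion is met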;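 also: 0% = median of the neutral control wells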
Active calls of the source: *; ? = inconclusive; · = no result given.

SMILES	Vif inh	TRPM1 prom inh	KKLEB cytotox	CF NFkB inh	HIF-2a block	PDI inh	Peg3 promoter	NR2E3 ag-1	NR2E3 ag-2	Shn3 3UTR inh	CaV13 FRET inh
COc1ccc(Cc2nnc(NC(=O)C3CC(=O)N(CCc4ccc(F)cc4)C3)s2)cc1OC (stereo unspecified)	-6	-3	-2	24	13	-3	-5	-25	-4	-3	-3
O=C(NCC(=O)N1CCN(c2ncc(C(F)(F)F)cc2Cl)CC1)c1ccc(Br)o1	-24	-5	-4	0	11	-3	1	-27	2	14	-6
CC(C)(C)c1nc(SCC(=O)N2CC(=O)Nc3ccccc32)c2ccccc2n1	-1	9	-1	8	30	-3	26	3	-1	3	-5
C=CCN1C=C2C(=O)C(C)(OC(=O)CCC(=O)OC)C(=O)C(Br)=C2C=C1c1ccc(OC)cc1 (stereo unspecified)	0	7	5	-2	17	-2	6	-36	2	17	·
CCCCC(=O)Nc1ccccc1C(=O)N1CCOCC1	0	7	10	-5	10	-7	7	14	-4	-36	-6
CCOC(=O)Nc1ccc2c(CNC(C)c3ccccc3OC)cc(=O)oc2c1 (stereo unspecified)	-8	3	11	4	1	-5	18	1	0	8	-4
Cc1cc(N/N=C(/CCC(=O)O)C(=O)O)nc2ccccc12	-9	-4	14	0	11	-1	-1	-4	-1	-1	5
CC(C)CCOP(=O)(c1ccccc1)c1ccccc1	1	-11	-22	19	18	-21	20	15	-1	-16	-7
COCCCn1c(=O)c2ccccc2n(CC(=O)N2CCCc3ccccc32)c1=O	-8	-9	-11	3	8	1	14	3	4	-4	-3
COc1ccc(NC(=O)C2Cc3c(-c4ccc(Cl)cc4)ccnc3O2)cn1 (stereo unspecified)	·	·	-16	-4	6	-3	35	-45	·	32	-7
Cn1c(N)c(S(=O)(=O)NCc2ccc(F)cc2)c(=O)n(C)c1=O	-2	6	-13	7	12	5	1	8	-2	-1	·
CC(=O)Nc1cc(-c2ccsc2)cn2c(-c3ccc(F)cc3)cnc12	·	·	-24	-2	-16	-4	33	-11	·	13	-9
O=C(NCC1CCCO1)Nc1cc(Cl)cc(Cl)c1 (stereo unspecified)	-4	-25	-4	-17	-53	-7	-45	-9	2	-9	-4
CCN(CCCNC(=O)c1ccc2c(c1)NC(=O)CN2C)c1cccc(C)c1	-9	25	-4	10	37	-9	32	-15	-2	15	-16
Brc1ccc(-c2ncc3ccccn23)cc1	1	-26	10	4	9	0	-8	-19	2	-22	-6
COCCn1c(C)cc(C(=O)COc2nc3ccccc3nc2C)c1C	-35	16	-13	3	-1	-1	7	37	-2	68	-5
Cc1ccc(S(=O)(=O)N2CCOCC2)cc1C(=O)OCC(=O)NC1CCCCC1	-13	-4	2	-2	7	-9	-8	5	·	16	-6
Cn1nc(C(=O)Nc2ccc3c(c2)OCO3)c2ccccc2c1=O	4	0	-10	-19	-75	6	-60	1	5	-12	-10
O=C(/C=C/c1ccco1)Nc1nc(-c2ccccc2)cs1	3	-51	1	2	-250	-5	-242	-34	6	-29	-5
COc1ccccc1C(=O)NCC(=O)OCc1csc(-c2ccccc2)n1	-1	-4	6	-4	-80	19	-58	-14	0	-30	-3
CC(=O)c1c(C)[nH]c(C(=O)Nc2ccccn2)c1C	0	-55	10	-19	-200	-2	-199	-98	6	-64	-3
CCN(CC)C(=O)NC(c1ccc(C)c(F)c1)C(Cl)(Cl)Cl (stereo unspecified)	-6	1	-6	16	3	-6	26	-15	1	18	-4
CCCN(CC1CC1)C(=O)COC(=O)c1ccc2c(c1)C(=O)N(c1ccc(OCC)cc1)C2=O	-4	13	13	-2	6	-6	1	-25	0	-1	-17
N#Cc1ccccc1NC(=O)CSc1ccc([N+](=O)[O-])cn1	-3	19	1	-1	3	-6	7	-26	1	5	-17
Fc1cccc(Nc2nc(-c3ccncc3)nc3ccccc23)c1	1	-13	10	-21	39	0	35	26	-2	-10	-15
CC(=O)NC(CC(=O)N(C)C1CCCCC1)c1ccccc1 (stereo unspecified)	8	2	4	7	8	-5	-11	-2	2	7	-2
CN(Cc1ccncn1)C(=O)C1CCC(=O)N(Cc2cccc(C(F)(F)F)c2)C1 (stereo unspecified)	-9	5	7	7	10	3	10	3	3	11	-10
CON1C(=O)C(=O)N(OC)C(C)(C)C1(C)C	0	-7	16	-12	11	10	-2	-18	2	-5	-2
CC1CN(S(=O)(=O)c2ccc(NC(=O)c3ccco3)cc2)CC(C)O1 (stereo unspecified)	-5	2	1	8	-1	4	-7	14	1	-7	-4
COc1ccc([C@H]2CC(=O)C=C(c3ccc(Br)c4ccccc34)C2)cc1	-2	-1	-25	34	19	-5	19	-19	·	-3	-3
Cc1ccc(S(=O)(=O)N(CC(=O)N2CCOCC2)CC(=O)N2CCOCC2)cc1	-2	16	6	-13	19	4	11	-11	5	-2	-5
COc1ccc(/C=N/Nc2ncnc3sc4c(c23)CCCC4)cc1OC	-19	5	1	14	-37	0	-136	-38	3	-1	-2
CCC(C)(C)c1ccc(OCCCC[n+]2cccc(C)c2C)c(C(C)(C)CC)c1	-5	71*	-32	47	88*	18	107*	4	-3	·	-19
COc1cc(OC)cc(C(=O)NC(C)c2ccc(Br)cc2)c1 (stereo unspecified)	1	-1	-5	-8	24	16	-1	-11	5	-3	-4
COc1cc(S(=O)(=O)NCCCN2CCOCC2)ccc1Cl	23	6	6	-1	9	9	3	-7	2	-1	-5
CC1CCC(NC(=O)CN(C)S(=O)(=O)c2ccc3c(c2)c(=O)n(C)c(=O)n3C)CC1 (stereo unspecified)	1	-4	-8	8	17	-2	22	-32	-2	17	-2
Cc1c(C(=O)NCc2ccccn2)oc2ccccc12	5	-43	0	-18	-179	-1	-171	-58	3	-62	-8
Cc1ccc(-n2c(C)nnc2SCC(=O)NC2CC2)cc1	0	11	2	8	18	-3	8	-9	3	4	-7
Cc1cc(NC(=O)c2cccc(S(=O)(=O)N3CCCCCC3)c2)n(-c2ccccn2)n1	0	9	-8	19	18	-9	25	10	2	17	·
CC(C)[C@H](NC(=O)NCCc1ccccc1)C(=O)O	14	0	-22	3	-4	-6	-3	-4	-1	9	·
Cc1ccc(NC(=O)NNC(=O)c2cc3ccccc3cc2O)cc1	4	0	0	7	-1	-1	5	0	-2	-25	·
COc1ccc(NC(=O)Cc2nc3ccccc3[nH]2)cc1	6	-14	6	-9	-78	4	-34	-24	1	-17	-6
CN(C(=O)CSc1nc2c(c(=O)[nH]1)CCC2)c1ccccc1	2	-1	7	-18	16	4	14	-21	1	1	-1
Cn1c(N=Cc2ccc([N+](=O)[O-])cc2)c(N)c(=O)n(C)c1=O	-10	-4	16	-24	-16	-11	3	12	·	-47	-4
CCc1nc2ccccc2c(C(=O)O)c1C	0	6	1	-3	0	4	-18	-5	-1	8	-4
C=CCOc1ccccc1CNCCCN1CCOCC1	12	-14	7	4	11	4	-3	-6	3	1	·
Cc1ccc(-c2nc(CS(=O)CC(=O)NCc3ccccn3)c(C)o2)cc1 (stereo unspecified)	3	-7	-2	5	-5	·	6	19	0	-15	-10
CN(C)C/C=C/C(=O)Nc1cccc(-c2c[nH]c3ncnc(Oc4ccc(NC(=O)CC(=O)Nc5ccc(F)cc5)cc4F)c23)c1	-2	10	0	18	9	20	-13	-30	·	-14	·
CCCOC(=O)c1ccc(Nc2cc(C)nc3ncnn23)cc1	-13	1	-2	-18	14	2	6	4	1	5	-2
COc1ccc(CC(=O)NNC(=O)c2cccs2)cc1	12	-6	-1	-3	13	5	13	-28	5	-23	8

The list continues.
SMILES	Vif inh	TRPM1 prom inh	KKLEB cytotox	CF NFkB inh	HIF-2a block	PDI inh	Peg3 promoter	NR2E3 ag-1	NR2E3 ag-2	Shn3 3UTR inh	CaV13 FRET inh
COC(=O)c1ccc(CSc2nc3cc(Cl)ccc3s2)o1	·	1	4	-5	-28	1	-26	-40	-1	-6	·
S=c1[nH]nc(-c2cccc3ccccc23)n1-c1cccnc1	-3	-1	6	0	10	-5	3	5	-1	5	-2
CC(C)CN(C(=O)c1ccc(N2CCCC2=O)cc1)c1c(N)n(Cc2ccccc2)c(=O)[nH]c1=O	10	-5	5	-4	11	-6	18	-1	3	-7	-6
CCC(Cc1ccccc1)OC(=O)c1ccccc1C(=O)O (stereo unspecified)	15	-7	22	-26	10	8	1	-17	·	19	-6
CNC(=S)N/N=C(\C)c1ccc(C)c(C)c1	1	10	-4	-3	-47	-2	15	21	-4	-4	-3
Cc1noc(C)c1S(=O)(=O)N(C)C[C@H]1Oc2ccc(NC(=O)C3CC3)cc2C(=O)N([C@H](C)CO)C[C@@H]1C	9	-10	-10	7	19	-9	-2	-2	·	-8	-3
CCCCC1OC23CCCCC2C(C#N)(C#N)C1(C#N)C(=N)O3 (stereo unspecified)	-7	4	5	9	12	11	-1	-27	-1	2	-6
Cc1ccc(O)c(/C=N/NC(=O)CN2CCCC2)c1	-3	-12	4	5	13	0	1	-12	-1	37	-4
Cc1nc(N2CCCCC2)[nH]c(=O)c1CN(C)N=O	15	·	-19	20	4	-4	0	12	·	-6	-7
CCOC(=O)C1=C(C)NC(C)=C(C(=O)OCC)C1/C=C/c1ccccc1OC	·	8	7	-9	5	-7	10	-7	2	5	-27
C[C@@H]1CCCCO[C@@H](CN(C)Cc2ccccc2)[C@@H](C)CN([C@H](C)CO)C(=O)c2cc(NC(=O)Nc3cccc4ccccc34)ccc2O1	3	·	-12	12	-3	6	-2	-22	·	8	-6
CS(=O)(=O)N1CCc2ccc(NC(=O)C3CCCO3)cc2C1 (stereo unspecified)	?	16	1	10	11	3	7	-18	3	7	-6
COc1ccc(S(=O)(=O)N(C)C[C@@H]2Oc3c(NS(=O)(=O)c4cn(C)cn4)cccc3C(=O)N([C@@H](C)CO)C[C@@H]2C)cc1	·	3	-6	-3	6	3	-16	19	·	12	-5
O=C(c1ccccc1Br)N1CCN(Cc2ccc3c(c2)OCO3)CC1	-3	10	-6	3	10	-7	7	20	5	8	-2
CCOC(=O)c1c(NC(=O)COC(=O)c2nccnc2N)sc2c1CCC2	9	8	4	-10	-3	-9	12	9	5	2	-6
O=C(Nc1ccc(F)cc1)N1CCn2c(nc3ccccc32)C1	·	-6	13	-6	3	6	-10	-19	0	-15	-7
NC(Cc1ccccc1)c1csc(Nc2ccc(C(F)(F)F)cn2)n1 (stereo unspecified)	-3	·	3	1	5	13	100*	-2	·	21	-5
